# Screening data: PubChem BioAssay, The Scripps Research Institute Molecular Screening Center
# TbREL1 primary: TbREL1 RNA ligase inhibitors, primary screen, biochemical, FRET fluorescence | inhibition, % at 9.66 µM | TbREL1 RNA ligation | RNA-editing ligase 1, mitochondrial (Trypanosoma brucei brucei), P86926 | actives 0.49% (n = 89,000);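 active = inhibition above the mean inhibition across all screened compounds plus 3 SD, cut at about 11% in these data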;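 also: 0% = plate median of test wells and 100% = NSC42067 control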
# Target sequence (P86926 whole entry, looked up): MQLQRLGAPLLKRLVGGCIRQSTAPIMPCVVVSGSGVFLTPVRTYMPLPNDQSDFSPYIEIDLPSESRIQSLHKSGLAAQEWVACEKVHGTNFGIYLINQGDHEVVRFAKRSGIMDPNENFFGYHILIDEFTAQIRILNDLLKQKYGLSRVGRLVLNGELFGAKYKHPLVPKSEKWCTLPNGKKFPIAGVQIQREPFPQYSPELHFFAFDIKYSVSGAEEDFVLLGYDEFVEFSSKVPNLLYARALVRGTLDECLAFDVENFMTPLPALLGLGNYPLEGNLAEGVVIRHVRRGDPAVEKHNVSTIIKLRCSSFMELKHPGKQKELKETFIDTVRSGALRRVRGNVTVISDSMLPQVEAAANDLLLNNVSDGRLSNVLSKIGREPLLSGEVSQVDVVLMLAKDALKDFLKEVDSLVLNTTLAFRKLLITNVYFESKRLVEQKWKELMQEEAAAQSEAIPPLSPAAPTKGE
# An asterisk follows results filed as active.
item	TbREL1 primary	Molecule
1	3	c1cc(-c2noc(CCC3CCCC3)n2)ccn1
2	1	CC(=O)c1ccc(S(=O)(=O)N(C)CCCC(=O)N(C)Cc2c(F)cccc2Cl)cc1
3	3	CC(=O)NC(CC(=O)NCc1ccncc1)c1ccccc1 (stereo not drawn)
4	-6	CC(C)Cn1c(N)c(C(=O)COC(=O)C2=COCCO2)c(=O)n(C)c1=O
5	0	Cc1csc(SCC(=O)Nc2ccc3[nH]c(=O)[nH]c3c2)n1
6	4	CC(C)(C)OC(=O)NCCCCCNC(=O)c1nc[nH]c1C(=O)NCC(=O)OCc1ccccc1
7	1	c1ccc(SCCc2ccncc2)cc1
8	-2	CC(=O)Nc1cc(-c2nn(C)c(=O)c3ccccc23)ccc1N1CCOCC1

item	TbREL1 primary	Molecule
9	-2	CC(Oc1ccc(Cl)cc1)C(=O)/C=C/N(C)C (stereo not drawn)
10	-1	Cc1ccc(-c2nc(C#N)c(N3CCC(C(N)=O)CC3)o2)cc1
11	-4	CC(C)CN(CC(C)C)S(=O)(=O)N1CCC(C(=O)NCc2ccc3c(c2)OCO3)CC1
12	6	COC(=O)[C@]12C[C@H](CC(=O)NCc3cccc4ccccc34)C(=O)N(Cc3ccc(Cl)cc3Cl)C1=C[C@H](C(C)C)O[C@@H]2C1CC1
13	-4	Cc1ccc(S(=O)(=O)N2CCC(C(=O)N[C@@H](C)C(=O)NCc3ccccc3)CC2)cc1
14	-1	COc1cccc(NC(=O)c2ccc3c(c2)OCCO3)c1
15	-2	CN1C(=O)[C@H]2[C@@H](/C=C/c3ccccc3)N3C(=O)CN(CCO)C(=O)[C@@]3(C)[C@H]2C1=O
16	-1	CCc1c(C)n([O-])c2c([n+]1=O)CCC2

item	TbREL1 primary	Molecule
17	-2	O=C(CSc1nnc(-c2cccs2)o1)Nc1cccc2ccccc12
18	-3	COc1cccc(C(C(=O)NC2CCCC2)N(Cc2ccc(C)cc2)C(=O)c2ccco2)c1OC (stereo not drawn)
19	-1	COc1ccc(Cl)cc1N1C(=O)C2CCCN2C1c1sccc1C (stereo not drawn)
20	0	CN1C(=O)[C@H]2[C@@H](C3CC3)N3C(=O)CN(CC4CC4)C(=O)[C@@]3(C)[C@H]2C1=O
21	2	O=C(CSc1ccc(S(=O)(=O)N2CCCCC2)cn1)Nc1ccccc1Br
22	-4	CCn1c(SCC(=O)Nc2ccc3c(c2)OCO3)nc2c(c1=O)SC(C)C2 (stereo not drawn)
23	-4	COC(=O)c1ccccc1NC(=O)Cn1c(CCC(=O)O)ccc1-c1cccs1
24	0	Cn1c(=O)cc(OCCCC(=O)NC2CCCC2)c2ccccc21

item	TbREL1 primary	Molecule
25	-5	CS(=O)(=O)N(CC(=O)N1CCCCCC1)c1ccc(Cl)cc1
26	-1	COC(=O)CSc1nc2sc3c(c2c(=O)[nH]1)CCC3
27	8	Cc1cc(NC(=O)c2ccc3c(c2)OCO3)ccc1NC(=O)c1ccco1
28	6	COc1ccc(NC(=O)C2CCN(C(=O)c3ccc(OC)cc3)CC2)cc1
29	4	COc1ccc(S(=O)(=O)N(C)C[C@H]2OCc3cn(nn3)CCCC(=O)N([C@@H](C)CO)C[C@@H]2C)cc1
30	-2	CS/C(=C\[N+](=O)[O-])Nc1ccc(F)cc1
31	0	COc1ccccc1CNC(=O)c1cc(-c2ccccc2)nn1CC1CC(c2cccnc2)=NO1 (stereo not drawn)
32	2	COc1ccc(NC(=O)COC(=O)CCc2ccccc2)c(OC)c1

item	TbREL1 primary	Molecule
33	5	COc1ccc(-n2nc3c(c2NC(=O)C2CC2)CS(=O)(=O)C3)cc1
34	-2	COC(=O)Nc1ccc(S(=O)(=O)N2CCC(C(=O)N3CCCC(C)C3)CC2)cc1 (stereo not drawn)
35	-1	Cc1cn([C@H]2C[C@H](O)[C@@H](CCC(=O)NCCc3ccc4ccccc4c3)O2)c(=O)[nH]c1=O
36	9	CCCCOc1ccc(C(=O)N/N=C/c2ccc(OCCN3CCCCC3)c(OC)c2)cc1
37	-1	O=C(NCc1cccnc1)c1ccc(CS(=O)(=O)c2ccc(Br)cc2)o1
38	2	COc1cc2nc(CCc3ccccc3)oc(=O)c2cc1OC
39	2	CCNc1nc(Oc2ccc(Cl)cc2Cl)cc(C(F)(F)F)n1
40	-1	CN(Cc1ccccc1)C(=O)OCc1cn(Cc2ccc(F)cc2F)nn1

item	TbREL1 primary	Molecule
41	4	COc1ccc(CNC(=O)CC(NC(N)=O)c2ccccc2Cl)cc1OC (stereo not drawn)
42	0	O=C(COc1coc(CN2CCc3ccccc3C2)cc1=O)Nc1cccc(Cl)c1
43	-2	C1=C[C@@H]2CCN(Cc3ccccc3)Cc3cccc(c32)C1
44	0	COc1ccc(-c2nnc(SCC(=O)Nc3ccc(S(=O)(=O)Nc4cc(C)nc(C)n4)cc3)n2-c2ccc(OC)cc2)cc1
45	0	CCC(=O)Nc1ccc(NC(=O)C23CC4CC(CC(C4)C2)C3)cn1
46	1	CCn1cc(C(=O)NCCN(C)CCc2ccccc2)c(=O)c2cc(S(=O)(=O)N(C)C)ccc21
47	1	Cc1ccc2c(c1)N(CCCC(=O)N(C)Cc1ccccc1F)C(=O)CO2
48	5	CC1CCCC(NC(=O)CCNS(=O)(=O)c2ccc(Br)cc2)C1C (stereo not drawn)

item	TbREL1 primary	Molecule
49	1	COc1ccc(NC(=O)/C(C#N)=C\C=C\c2ccco2)cc1
50	-1	COCc1cc(C)nc2sc3c(=O)n(Cc4ccco4)nnc3c12
51	4	Cc1ccc(/C(N)=N/OC(=O)CCCc2ccccc2)cc1
52	-1	Clc1ccccc1-c1nnc2sc(-c3ccco3)nn12
53	-3	O=C(CCN1c2ccccc2Sc2ccccc21)OCc1nnc(-c2ccccc2)o1
54	3	Cc1nc(CSc2nnc3scc(-c4ccc(Cl)cc4)n23)cs1
55	3	c1cncc(-c2nnc(C3CCCCC3)o2)c1
56	-2	Cc1nc(-n2[nH]c3c(c2=O)CCCC3)[nH]c(=O)c1Cc1ccccc1

item	TbREL1 primary	Molecule
57	-3	CCOC(=O)c1[nH]c(C)c(/C(O)=C2\C(=O)C(=O)N(CCN(C)C)C2c2cccc(OC)c2OC)c1C (stereo not drawn)
58	6	CCCCNCCOCCOc1ccc(C)cc1Br
59	-4	CCCCOCCCNC(=O)C[C@@H]1C[C@@]2(C(=O)OCC)CCC=C2N(Cc2ccccc2)C1=O
60	-2	Cc1ccccc1S(=O)(=O)Cc1ccc(C(=O)N2CCN(C3CCCCC3)CC2)o1
61	7	O=C(Nc1cccc(Cl)c1)OCc1cnc(Cl)s1
62	4	N/C(=N\N=C\c1ccc([N+](=O)[O-])cc1)c1nonc1N
63	0	Cc1ccc(N2C(=O)c3cccc4c(Oc5ccccc5[N+](=O)[O-])ccc(c34)C2=O)c(C)c1
64	3	CCC(CC)c1nnc(NC(=O)c2c(C)nn(Cc3ccccc3Cl)c2C)s1

item	TbREL1 primary	Molecule
65	-1	CN(CC(=O)N1CCN(Cc2ccccc2)CC1)S(=O)(=O)c1ccc(Br)cc1
66	-2	O[C@@H]1C[C@H](c2ccccc2)N(Cc2cccs2)C[C@H]1n1cc(C2CC2)nn1
67	-2	O=C(NC(c1ccccc1)c1ccccc1)C1CCCN(S(=O)(=O)c2cnc[nH]2)C1 (stereo not drawn)
68	2	COc1ccc(Cn2cc(CN3CC(N4CCSCC4)CS3(=O)=O)nn2)cc1 (stereo not drawn)
69	2	COc1ccc(-c2[nH]c(-c3ccc4c(c3)OCO4)nc2-c2ccccc2)cc1
70	-3	Cc1nc2nc3c(c(=O)n2[nH]1)CCC3
71	-1	COc1ccccc1NC(=S)NC(=O)/C=C/c1ccco1
72	1	CC(C)/C=C1\CCc2c([nH]c3ccccc23)C1=O

item	TbREL1 primary	Molecule
73	-6	Cc1ccc2cc(C)c3nnc(SCc4ccc(C(=O)O)cc4)n3c2c1C
74	5	COc1ccc(S(=O)(=O)n2nc(C)c(S(=O)(=O)N3CCOCC3)c2C)cc1
75	-1	Cc1ccc(S(=O)(=O)Nc2cc(-c3ccc(Cl)cc3)nn2C)cc1
76	2	COc1ccc(-c2ccc3oc(-c4ccsc4)c(-c4ccc(OC)cc4)c3c2)cc1
77	-3	CC(=O)c1ccc(NC(=O)C(C)N(C)CC(=O)Nc2cccc(F)c2)cc1 (stereo not drawn)
78	4	CCn1c(SCC#N)nc2cc(S(=O)(=O)N3CCOCC3)ccc21
79	0	O=C(CSC1=NS(=O)(=O)c2cc(Cl)ccc2N1)c1ccc(Cl)cc1
80	2	CCN(C(=O)COC(=O)CCC(=O)c1ccc(C)cc1)c1c(N)n(Cc2ccccc2)c(=O)[nH]c1=O

item	TbREL1 primary	Molecule
81	2	O=C(CC(c1ccccc1)c1cc(Br)ccc1O)NCCN1CCOCC1 (stereo not drawn)
82	-1	CCN(CC)c1ccc(C2C3CCCCC3(O)CCN2CC(=O)Nc2ccccc2)cc1 (stereo not drawn)
83	3	O=C(C/C=N/OCc1c(Cl)cccc1Cl)c1cnc(-c2ccccc2)s1
84	4	O=C(Cn1nc(-c2cccs2)ccc1=O)Nc1ccc(Br)cc1
85	-2	CCOC(=O)N1CCC(N(CCOC)C(=O)Nc2ccc(C)c(C)c2)CC1
86	0	O=S(=O)(Nc1cccc(-c2ccc3nncn3n2)c1)c1cccc(F)c1
87	2	O=C(CCC(=O)N1CCN(S(=O)(=O)c2ccccc2)CC1)c1cccs1
88	4	O=C(c1ccco1)N1CCN(C(c2ccc(F)cc2)c2nnnn2CC2CCCO2)CC1 (stereo not drawn)

item	TbREL1 primary	Molecule
89	-3	O=S(=O)(Nc1ccccc1OC(F)F)c1ccc(S(=O)(=O)N2CCCC2)cc1
90	0	CCc1nnc(NC(=O)C2CCN(C(=O)NC3CCCCC3)CC2)s1
91	10	CCN(CC)C(=O)COc1ccc(/C(C)=N/NC(=O)c2ccccc2O)cc1
92	-2	Cc1cccc(OC(C)C(=O)N(Cc2cccs2)C2CCS(=O)(=O)C2)c1C (stereo not drawn)
93	0	CCOc1ccc(/C=N/NC(=O)c2cccc3ccccc23)c(OCC)c1
94	-2	CCOC(=O)[C@H]1[C@H]2COc3ccccc3[C@@H]2N2C(=O)CNC(=O)[C@@]12C
95	8	COc1ccc(C[C@H]2CN3C(=NC[C@@H]3Cc3ccc(O)cc3)N2C[C@H](C)NC(=O)CCC2CCCCC2)cc1
96	-3	COc1ccc2c(c1)OC[C@H]1[C@H]2N2C(=O)[C@H](C)NC(=O)[C@@]2(C)[C@H]1c1ccccc1

item	TbREL1 primary	Molecule
97	-1	Cc1nn(-c2ncc(C(F)(F)F)cc2Cl)c(=O)n1-c1ccccc1F
98	-1	O=C(Cc1cccc(C(F)(F)F)c1)NCc1cccnc1
99	-8	COc1ccc(Cn2cc(COC(=O)NCCc3c[nH]c4ccccc34)nn2)cc1
100	0	CCOC(=O)c1cnc(-c2ccccc2)nc1Oc1ccc(OC)cc1
101	1	CCn1c(SCC(=O)N2CCN(c3ccccc3F)CC2)nnc1-c1ccoc1C
102	0	CC1(C)Cc2nc(NCCN3CCOCC3)c(C#N)cc2CO1
103	5	CC(C)Cc1nnc(NC(=O)CSc2nc(N)cc(=O)[nH]2)s1
104	-3	CC(=O)c1ccc(NC(=O)c2sc3nc(N4CCOCC4)c4c(c3c2N)CCCC4)cc1

item	TbREL1 primary	Molecule
105	0	COc1cccc(CNC(=O)c2cccnc2Sc2ccc(C)cc2C)c1
106	0	O=C(COC(=O)c1ccc(S(=O)(=O)N2CCOCC2)cc1)NCc1ccccc1
107	0	O=C(CSc1nc2sc3c(c2c(=O)n1-c1ccccc1)CCCC3)NN=Cc1ccc(OCc2ccccc2)cc1
108	4	Nc1nc(=S)[nH]c2c1C1(CCCCC1)Cc1ccccc1-2
109	0	CCNc1nc(Oc2c(Cl)cccc2Cl)cc(C(F)(F)F)n1
110	1	CNS(=O)(=O)c1ccc2nc(NC(=O)/C=C/c3ccco3)sc2c1
111	8	O=Cc1ccc(N2CCN(S(=O)(=O)c3ccc4c(c3)CC(=O)N4)CC2)cc1
112	0	O=C(O)c1cccc(NC(=S)NCc2ccccc2)c1

item	TbREL1 primary	Molecule
113	-1	CCCOc1ccc(N2C(=O)C3C4C=CC(CC4)C3C2=O)cc1 (stereo not drawn)
114	-3	O=C(c1ccc(CS(=O)(=O)c2ccc(Br)cc2)o1)N1CCCC1
115	0	COCCn1c(SC(C)C(=O)NCC2CCCO2)nc2sc3c(c2c1=O)CCC3 (stereo not drawn)
116	3	Cc1ccc2c(c1)C(O)(CC(=O)c1ccc3c(c1)OCO3)C(=O)N2 (stereo not drawn)
117	4	NC(=O)C1CCN(C(=O)CNC(=O)c2ccccc2)CC1
118	-1	Cc1ccccc1CN1CCCCC(NC(=O)c2ccc(F)cc2)C1=O (stereo not drawn)
119	1	CC(C)(C)n1nnnc1C(c1ccc(F)cc1)N1CCC(C(N)=O)CC1 (stereo not drawn)
120	6	CC(C)(C)c1cc(C(=O)N2CCN(c3ncccn3)CC2)ccn1

item	TbREL1 primary	Molecule
121	1	Cn1c(-c2ccco2)nc2cc3ccccc3cc21
122	2	Cc1ccc(O)c(C(=O)CC(=O)c2ccc(Cl)cc2)c1
123	2	CCOc1ccccc1NC(=S)N1CCN(c2nc(-c3cccc(OC)c3)cs2)CC1
124	2	NS(=O)(=O)c1cccc(NC(=O)CSc2ncnc3ccccc23)c1
125	0	CC1(C)CSC(=NCCc2ccccc2)N1
126	-2	O=C(CSc1nnc(C2CC2)n1-c1ccccc1)NC1CCS(=O)(=O)C1 (stereo not drawn)
127	0	COc1ccc(-c2ccc(-c3noc(-c4ccccc4F)n3)c(OC)n2)cc1

# The list is partial; count on the stated rates, not on these rows.
